CAL PDZ FP-1: inhibitors of human CAL PDZ peptide binding; hit rate 0.92% among 300,000; AID 602252; Q9HD26; inhibition, % at 24.9 µM; purified CAL PDZ, TMR-peptide fluorescence polarization, 1 h;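 active = mean inhibition of at least 30% with at least half of replicates also reaching 30%; inconclusive = no clear call, values can overlap the other calls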;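 note: 0% = DMSO neutral control and 100% = excess unlabeled competitor peptide PRC23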
SR-BI uptake up: activators of SR-BI mediated HDL lipid uptake; CHO ldlA[mSR-BI] cells, DiI-HDL uptake fluorescence, 3 h; 100 = double the neutral-control signal; activation, % at 12.5 µM; hit rate 0.096% among 320,000; AID 504775;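 active = mean replicate activation of at least 60% and every replicate at or above 60%; inconclusive = mean or all-replicate condition met, but not both; inactive = mean below 60% and not all replicates reaching 60%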;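 note: 0% = median plate neutral-control signal and 100% = twice that signal; values of inactives mirror those of a sister screen read the other way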
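Assay system: CHO ldlA[mSR-BI] cells, LDL receptor-null, SR-BI overexpressing; medium: Ham's F12 with 0.5% BSA, HEPES 25 mM, pH 7.4; also added: DiI-HDL 10 µg/mL; timing: 3 h uptake period with compound, 37 °C; signal: DiI fluorescence, bottom read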
PvdQ acylase: P. aeruginosa PvdQ acylase inhibition | hit rate 0.063% among 340,000 | purified PvdQ acylase, fluorescence plate reader | inhibition, % at 10 µM | AID 488965; in the data active = inhibition above about 30%, passing the limit was not always enough; inconclusive = no clear call, values can overlap the other calls;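 note: 0% = vehicle neutral wells and 100% = reference inhibitor wells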
Rtt109 HAT inh: C. albicans Rtt109 histone acetyltransferase inhibition. Q5AAJ8. purified Rtt109/Vps75, ThioGlo CoA-SH fluorescence, 4 h. inhibition, % at 34.9 µM. hit rate 0.16% among 330,000;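 active = inhibition of at least 50% in every replicate; inconclusive = best replicate reaches 50% inhibition but some replicates fall short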
Target sequence (Q5AAJ8 whole entry, looked up): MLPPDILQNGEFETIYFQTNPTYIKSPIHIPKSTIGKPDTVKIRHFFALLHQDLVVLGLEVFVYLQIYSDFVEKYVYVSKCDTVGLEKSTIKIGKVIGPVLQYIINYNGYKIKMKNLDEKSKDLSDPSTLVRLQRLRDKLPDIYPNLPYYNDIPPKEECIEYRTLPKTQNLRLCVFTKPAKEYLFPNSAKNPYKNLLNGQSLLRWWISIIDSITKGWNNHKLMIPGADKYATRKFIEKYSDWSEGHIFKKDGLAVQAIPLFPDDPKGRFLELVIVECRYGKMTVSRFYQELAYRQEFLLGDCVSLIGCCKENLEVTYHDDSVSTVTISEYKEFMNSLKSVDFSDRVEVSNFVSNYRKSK
CAL PDZ FP-2: inhibitors of human CAL PDZ peptide binding. inhibition, % at 20 µM. AID 504414. Q9HD26. hit rate 0.02% among 330,000. purified CAL PDZ, TMR-peptide fluorescence polarization, 1 h;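 active = highest replicate inhibition of at least 40%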;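 note: plate controls were DMSO neutral control wells for no effect and unlabeled competitor peptide control wells for full effect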
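System: purified tagged CAL PDZ domain construct (CerCALP). Schedule: 1 h incubation at room temperature before polarization reading. Medium: 25 mM sodium phosphate pH 7.4, 150 mM NaCl, TCEP, IgG, Thesit. Read-out: percent inhibition from loss of millipolarization. Measured by: FP readout, S and P plane fluorescence. Probe or stimulus: fluorescent TMR peptide probe.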
SR-BI DiI inh: inhibitors of mouse SR-BI mediated HDL lipid uptake; AID 488896; Q61009; ldlA[mSR-BI] CHO cells, DiI-HDL uptake fluorescence, 3 h; hit rate 0.96% among 320,000; inhibition, % at 12.5 µM;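 active = mean replicate inhibition of at least 70% and a set share of replicates each scoring 70 or more; inconclusive = meets just one of the two criteria; inactive = fails both criteria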;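 note: 0% = median of neutral control wells and 100% = median of positive control wells; values of inactives mirror those of a sister screen read the other way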
MITF act: activators of MITF-driven TRPM1 promoter activity in SK-MEL-5 cells; activation, % at 12.5 µM; SK-MEL-5 TRPM1-promoter luciferase, 24 h; % of positive control, neutral wells = 0; hit rate 0.75% among 300,000;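 active = mean activation of at least 80% with every replicate also reaching 80%; inconclusive = mean reaches 80% but some replicate falls short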;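 note: 0% = neutral control wells and 100% = parthenolide positive control wells; values of inactives mirror those of a sister screen read the other way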
dFosB activator: enhances mouse delta FosB homodimer DNA binding | P13346 | purified delta FosB, TAMRA-CDK5 oligo fluorescence polarization; percent of positive-control signal above neutral wells | activation, % at 25 µM | hit rate 0.99% among 340,000;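 active = mean activation above about 17%, with every replicate also reaching it, limit read from the data, passing the limit was not always enough; inconclusive = only one of the two conditions met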;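 note: fluorescence polarization rise as delta FosB binds a TAMRA Cdk5 AP-1 oligo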
Target sequence (P13346 whole entry, looked up): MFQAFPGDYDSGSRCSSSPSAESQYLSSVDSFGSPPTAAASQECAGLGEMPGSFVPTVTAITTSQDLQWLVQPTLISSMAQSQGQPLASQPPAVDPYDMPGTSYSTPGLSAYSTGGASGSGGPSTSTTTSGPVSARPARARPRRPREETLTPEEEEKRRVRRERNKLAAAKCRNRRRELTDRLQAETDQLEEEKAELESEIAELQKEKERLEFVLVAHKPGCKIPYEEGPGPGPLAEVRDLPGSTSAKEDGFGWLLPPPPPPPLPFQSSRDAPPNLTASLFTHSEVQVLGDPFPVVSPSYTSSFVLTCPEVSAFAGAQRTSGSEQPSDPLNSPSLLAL
NSD2 inh: inhibitors of human histone methyltransferase NSD2 | O96028 | NSD2 peptide methylation, AlphaScreen, 120 min | inhibition, % at 12.5 µM | hit rate 0.54% among 310,000; in the data active = inhibition above about 50%
PfHsp90 set2: growth inhibition of yeast expressing Plasmodium Hsp90; S. cerevisiae expressing PfHsp90, BacTiter-Glo ATP, 48 h; yeast lacking PDR1 and PDR3 efflux regulators; inhibition, % at 9.4 µM; hit rate 0.32% among 310,000; AID 504621;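 active = every replicate shows inhibition above about 80%, whatever the replicate mean, limit read from the data; inconclusive = mean inhibition reaches the set limit but some replicate falls short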;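 note: 0% = DMSO neutral controls and 100% = 20 µM radicicol positive controls; yeast relying on Plasmodium falciparum Hsp90 in place of its own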
* hit, by the source's call; ? = inconclusive; . = not tested or not shown. The order is random. Share with any hit: about 4.3%.

1	Cn1nc(-c2ccccc2)cc1NS(=O)(=O)c1ccccc1
2	COc1ccc(C(=O)C2CCCN(C3Cc4ccccc4C3)C2)c(OC)c1 (configuration not stated)
3	COCCNC(=O)CN1CCC(NC(=O)Nc2ccccc2)CC1
4	O=C(NCCNc1ccc([N+](=O)[O-])cc1)c1ccco1
5	COc1ccccc1NC(=S)NCC1CCC(CNC(=S)Nc2ccccc2OC)CC1 (configuration not stated)
6	Cc1ccccc1-n1c(=O)cc(N2CCN(Cc3ccccc3)CC2)[nH]c1=O
7	O=C(CSc1nc(Cc2ccccc2)nc2ccccc12)Nc1ccc2c(c1)OCCO2
8	CC(=O)N1CCc2c(sc(NC(=O)C3CC3)c2-c2nc3ccccc3s2)C1
entry no.,1,2,3,4,5,6,7,8
CAL PDZ FP-1,-1,-2,0,-6,-4,2,2,.
SR-BI uptake up,-12,-10,21,-3,-73,13,20,-59
PvdQ acylase,-19,-6,1,-11,12,7,5,-2
Rtt109 HAT inh,-10,-3,-19,10,6,-4,14,-20
CAL PDZ FP-2,-0.1,-0.9,-0.9,-1.3,-0.2,0.1,0.3,-3.0
SR-BI DiI inh,12,10,-21,3,?,-13,-20,59
MITF act,-11,-3,.,12,.,.,-1,0
dFosB activator,-1,-8,-2,12,16,-4,13,-41
NSD2 inh,-3,3,0,.,0,.,.,.
PfHsp90 set2,-1,-9,-11,20,7,12,6,-4

9	O=C(CCn1nc(-c2ccc(Cl)cc2)ccc1=O)N1CCOCC1
10	Cc1ccc(N=c2c([N+](=O)[O-])nn(-c3ccc4c(c3)OCCO4)n2O)cc1F
11	COc1cccc(NC(=O)CN(C)C(=O)c2cccc(S(=O)(=O)N3CCN(c4ccc(F)cc4)CC3)c2)c1
12	Cc1cc(Oc2ccc(Br)cc2)nc(SCC(=O)c2ccccc2)n1
13	Cc1ccc(S(=O)(=O)N(C)C)cc1NC(=S)Nc1ccc2[nH]c(=O)[nH]c2c1
14	CC1CC(C)CN(CCCNC(=O)C2CCN(c3nnc(-n4cccc4)s3)CC2)C1 (configuration not stated)
15	COc1ccc(-n2c(-c3cc(-c4ccccc4)sc3N)n[nH]c2=S)cc1
16	Cc1ccc(C2(C)NC(=O)N(CC(=O)Nc3ccccc3N3CCCC3)C2=O)cc1 (configuration not stated)
entry no.,9,10,11,12,13,14,15,16
CAL PDZ FP-1,1,-2,-1,-1,6,-1,-1,1
SR-BI uptake up,22,-8,-30,-20,15,33,-35,-18
PvdQ acylase,-5,-11,-14,15,2,-1,0,3
Rtt109 HAT inh,3,-11,5,-3,-6,6,-2,6
CAL PDZ FP-2,-7.5,0.2,-2.1,-2.7,2.9,-2.0,0.8,-2.7
SR-BI DiI inh,-22,8,30,20,-15,-33,35,18
MITF act,-4,-33,-17,9,12,13,.,3
dFosB activator,-15,2,-20,1,-4,3,-11,0
NSD2 inh,0,-1,8,-4,0,8,0,5
PfHsp90 set2,14,15,-10,21,-1,-3,0,-7

A few values from the entries so far.
CAL PDZ FP-2 result of COCCNC(=O)CN1CCC(NC(=O)Nc2ccccc2)CC1 → -0.9
CAL PDZ FP-1 result of COc1ccc(C(=O)C2CCCN(C3Cc4ccccc4C3)C2)c(OC)c1 (configuration not stated) → -2
dFosB activator result of CC1CC(C)CN(CCCNC(=O)C2CCN(c3nnc(-n4cccc4)s3)CC2)C1 (configuration not stated) → 3

Later entries
17	O=C(COC(=O)C1CC(=O)N(Cc2ccccc2)C1)Nc1ccc2c(c1)OCO2 (configuration not stated)
18	O=C(O)c1cccc(S(=O)(=O)N(Cc2ccccc2)c2ccccc2Cl)c1
19	CN1CCN(c2ccc(C(=O)c3ccc(Br)cc3)cc2[N+](=O)[O-])CC1
20	Cc1c(Cl)cccc1NC(=O)CNC(=O)CCS(=O)(=O)c1ccc(F)cc1
21	COc1ccc2c(C)cc3n[nH]c(=S)n3c2c1
22	CC(C)(C)OC(=O)[C@H](Cc1ccccc1)NC(=O)c1nc[nH]c1C(=O)N[C@@H](Cc1ccccc1)C(=O)OC(C)(C)C
23	N#C/C(=C\C=C\c1ccccc1[N+](=O)[O-])C(=O)NC1CCCCC1
24	Cc1cc(C)n(CC(=O)N2c3ccccc3Sc3ccc(C(F)(F)F)cc32)n1
entry no.,17,18,19,20,21,22,23,24
CAL PDZ FP-1,5,1,-6,-3,5,-7,-2,0
SR-BI uptake up,4,7,-27,0,.,31,-26,0
PvdQ acylase,-8,-11,1,-14,-9,-1,-9,-7
Rtt109 HAT inh,-1,-3,4,-1,-9,8,2,.
CAL PDZ FP-2,.,1.9,-2.5,0.3,-1.7,-0.1,-1.9,0.1
SR-BI DiI inh,-4,-7,27,0,.,-31,26,0
MITF act,.,0,13,-5,0,-5,-71,-7
dFosB activator,-1,-7,-4,0,-13,7,-7,-17
NSD2 inh,8,-1,18,.,1,.,11,2
PfHsp90 set2,.,30,4,-26,-41,-1,.,-19

25	Cn1cccc1/C=N/NC(=O)c1ccc(OC(F)(F)C(F)F)cc1
26	COc1ccc(NC(=O)C(=O)NCCC2=CCCCC2)c(OC)c1
27	CCN(CC)c1ccc(S(=O)(=O)N2CCOCC2)cc1NC(=O)CSc1nncs1
28	Cc1cccc(OCC(=O)N(Cc2ccc(C)o2)C2CCS(=O)(=O)C2)c1 (configuration not stated)
29	Cc1cccc(C)c1NC(=O)COC(=O)/C=C/c1ccc(S(=O)(=O)N2CCOCC2)cc1
30	CC(C)(C)n1nc2c(c1NC(=O)c1cc([N+](=O)[O-])ccc1Cl)CS(=O)(=O)C2
31	CCCNC(=O)c1onc(CSc2ccc(F)cc2)c1C(=O)NC(C)C
32	O=C(NCCN=C1NS(=O)(=O)c2ccccc21)c1ccc(S(=O)(=O)N2CCOCC2)cc1
entry no.,25,26,27,28,29,30,31,32
CAL PDZ FP-1,-5,-2,-1,.,4,2,-4,7
SR-BI uptake up,-40,-26,-1,-5,-6,-11,1,.
PvdQ acylase,-7,4,-5,3,-6,-4,-10,-6
Rtt109 HAT inh,-2,-11,11,3,5,-3,-2,-7
CAL PDZ FP-2,-1.2,0.4,-3.2,1.0,0.1,-1.5,0.4,-4.3
SR-BI DiI inh,40,26,1,5,6,11,-1,.
MITF act,28,15,-3,-9,-4,12,-6,-3
dFosB activator,0,3,-3,-1,-6,-1,-4,-16
NSD2 inh,3,-2,.,15,0,4,.,-1
PfHsp90 set2,20,6,17,-7,-3,16,9,-67

33	O=C(NCc1cccnc1)c1cccnc1Sc1ccc(Cl)cc1
34	CCn1c(O)c(N=NC(=O)c2cccnc2)c2cc(Br)ccc21
35	COc1cc(NC(=O)c2ccccc2)cc(OC)c1
36	Cc1cc(C)nc(N2CCN(C(=O)CCC(=O)Nc3nnc(C(C)C)s3)CC2)n1
37	CCN(Cc1ccncc1)C(=O)CSc1ccc2ccccc2c1
38	O=C(Nc1nccs1)c1ccc([N+](=O)[O-])cc1
39	O=C(NC1CCN(Cc2ccccc2)C1)c1cc(COc2ccc(F)cc2F)on1 (configuration not stated)
40	O=C(Cn1nc(-c2ccccc2F)ccc1=O)NCc1ccc2c(c1)OCO2
entry no.,33,34,35,36,37,38,39,40
CAL PDZ FP-1,.,-1,-2,-4,1,-2,1,.
SR-BI uptake up,7,14,.,-6,-17,6,-12,1
PvdQ acylase,-16,-12,-18,-15,0,4,-8,-16
Rtt109 HAT inh,-3,3,-25,4,9,17,-5,-4
CAL PDZ FP-2,-1.1,-1.3,-0.7,-1.0,-0.7,-1.2,-2.2,.
SR-BI DiI inh,-7,-14,0,6,17,-6,12,-1
MITF act,4,-3,23,.,8,24,12,-2
dFosB activator,-2,-7,-4,-8,-6,-2,-3,-2
NSD2 inh,-1,-1,-2,-1,-5,-1,0,2
PfHsp90 set2,5,8,-4,3,35,-18,2,16

Only PvdQ acylase, MITF act and CAL PDZ FP-1 (two entries from above):
no. | SMILES | PvdQ acylase | MITF act | CAL PDZ FP-1
34 | CCn1c(O)c(N=NC(=O)c2cccnc2)c2cc(Br)ccc21 | -12 | -3 | -1
40 | O=C(Cn1nc(-c2ccccc2F)ccc1=O)NCc1ccc2c(c1)OCO2 | -16 | -2 | .

More compounds:
41	COc1ccc(N2CCN(C(=O)c3ccc(NS(=O)(=O)c4ccc(F)c(F)c4)cc3)CC2)cc1
42	CCN1C(=O)c2ccc(C(=O)Nc3nccs3)cc2C1=O
43	Cc1cc(C)cc(C(=O)Nc2cc3c4c(c2)CC(=O)N4CCC3)c1
44	CC(=O)Nc1ccc(OC/C=C(\C)Cl)cc1
45	COc1ccc(CN2C(=O)C3C4C=CC(C4)C3C2=O)cc1 (configuration not stated)
46	CC1CCCCN1CCCNC(=O)CN1C(=O)c2cccnc2Oc2ccccc21 (configuration not stated)
47	CSc1ccc(C(=O)C2CCCN(C(=O)CCc3c(C)nn(C)c3C)C2)cc1 (configuration not stated)
entry no.,41,42,43,44,45,46,47
CAL PDZ FP-1,1,-1,2,-2,.,0,-1
SR-BI uptake up,16,13,-51,18,10,22,1
PvdQ acylase,15,-2,-7,2,-12,-9,0
Rtt109 HAT inh,8,0,-1,.,-1,4,1
CAL PDZ FP-2,-0.7,-0.6,-2.4,-1.1,-0.8,-1.5,-2.6
SR-BI DiI inh,-16,-13,51,-18,-10,-22,-1
MITF act,1,8,4,29,6,2,-15
dFosB activator,-7,-1,-3,-4,5,-2,-6
NSD2 inh,1,2,2,-1,-2,4,0
PfHsp90 set2,.,3,.,-23,2,-12,0

Bioassay records from PubChem.
